# SSB-PriA inh: K. pneumoniae PriA-SSBct interaction inhibition; AlphaScreen SSBct-PriA binding, biotinylated peptide; inhibition, % at 33 µM; actives 0.6% (n = 430,000); AID 1272365; in the data active means inhibition mostly above about 37%, no sharp cut-off; inactive means mostly below about 20%;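 further: plate controls were negative control peptide for no effect and reference peptide for full effect; strong numbers were not always called active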
# PrPC TRFRET: cell surface PrPC inhibition, primary TR-FRET screen; P04156; TR-FRET read-out; inhibition, % at 13.8 µM; actives 0.43% (n = 370,000); AID 720596; in the data active means inhibition above about 24%; further: 0% = median of the test wells and 100% = reference compound wells
# BH1578 lux ind: quorum light induction in luxS cqsA deficient V. cholerae | V. cholerae BH1578 lux reporter, luminescence, 6 h | activation, % at 18.7 µM | actives 0.16% (n = 350,000) | AID 588436; in the data active means activation mostly above about 9.7%, no sharp cut-off; further: not every result past the cut was called active; inactives centre near 0; reference of the scale not given here
# MazEF act: increases E. coli MazEF RNase cleavage of RNA; P0AE70; FAM/BHQ RNA-DNA oligo cleavage fluorescence, 5 h; activation, % at 20 µM; actives 0.32% (n = 350,000); AID 504720; in the data active means activation above about 50%
# Target sequence (P0AE70 whole entry, looked up): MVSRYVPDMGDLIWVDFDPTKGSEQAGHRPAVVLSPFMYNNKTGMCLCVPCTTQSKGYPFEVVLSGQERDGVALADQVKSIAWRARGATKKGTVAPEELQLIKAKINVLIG
# VHR inh abs: blocks human VHR1 dual specificity phosphatase; recombinant VHR phosphatase, pNPP absorbance; P51452; inhibition, % at 13.3 µM; AID 1654; actives 0.52% (n = 290,000); in the data active means inhibition above about 50%; further: some compounds called inactive have numbers as strong as hits
# Target sequence (P51452 whole entry, looked up): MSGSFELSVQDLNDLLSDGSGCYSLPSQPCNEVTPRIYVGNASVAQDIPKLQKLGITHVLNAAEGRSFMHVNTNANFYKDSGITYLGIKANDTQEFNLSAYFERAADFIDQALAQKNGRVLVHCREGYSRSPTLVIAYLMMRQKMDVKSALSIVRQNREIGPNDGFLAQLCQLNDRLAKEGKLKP
# Rv3671c protease: Rv3671c (M. tuberculosis) protease inhibition; inhibition, % at 5.96 µM; P9WHR9; AID 2606; actives 0.048% (n = 320,000); in the data active means inhibition above about 38%;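 further: extracellular domain of Rv3671c used as enzyme; 0% = enzyme with DMSO and 100% = no enzyme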
# Target sequence (P9WHR9 whole entry, looked up, the tested form may be a part): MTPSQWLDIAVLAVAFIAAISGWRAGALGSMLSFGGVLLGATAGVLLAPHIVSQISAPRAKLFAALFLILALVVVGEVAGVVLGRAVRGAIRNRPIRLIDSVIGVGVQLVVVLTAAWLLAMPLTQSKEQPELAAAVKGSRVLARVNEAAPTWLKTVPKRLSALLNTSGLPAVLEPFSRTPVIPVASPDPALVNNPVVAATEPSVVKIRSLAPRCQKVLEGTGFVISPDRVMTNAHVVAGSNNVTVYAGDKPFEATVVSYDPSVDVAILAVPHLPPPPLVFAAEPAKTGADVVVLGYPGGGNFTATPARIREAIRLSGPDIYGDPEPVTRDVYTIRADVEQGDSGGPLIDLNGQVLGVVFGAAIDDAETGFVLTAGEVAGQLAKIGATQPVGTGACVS
# Yp Topo-I inh: Y. pestis Topo-I inhibition via cleavage products | Y. pestis Topo-I cleavage product accumulation, plate reader | activity, % at 10 µM | actives 0.064% (n = 360,000) | AID 504884; in the data active means activity above about 50%, passing the limit was not always enough; further: inactives centre near 2
# CCHFV vOTU inh: CCHFV vOTU protease inhibition. Pep-AMC fluorescence. actives 0.55% (n = 370,000). inhibition, % at 11.5 µM. AID 651958; in the data active means inhibition above about 30%; further: 0% = vehicle wells with enzyme and 100% = no enzyme wells
# 3CLpro inhibitor: SARS-CoV 3CLpro protease inhibition; recombinant SARS-CoV 3CLpro, quenched FRET peptide cleavage; actives 0.14% (n = 290,000); inhibition, % at 6 µM; P0C6X7; in the data active means inhibition above about 12%
# TcdB inh: TcdB glycohydrolase inhibition; P18177; actives 0.24% (n = 350,000); inhibition, % at 9.99 µM; TcdB glycohydrolase enzymatic assay, plate reader; in the data active means inhibition above about 10%
# * = called active by the depositor; i = inactive; x = not tested or not shown; & = joins results of further samples. Some of the compounds tested; rates above refer to the full screens.
SMILES,SSB-PriA inh,PrPC TRFRET,BH1578 lux ind,MazEF act,VHR inh abs,Rv3671c protease,Yp Topo-I inh,CCHFV vOTU inh,3CLpro inhibitor,TcdB inh
CCCCCCNC(=O)C(C#N)c1nc2ccccc2nc1N1CCCC1 (stereo unspecified),-23,3,i,370*,32,-3,-6,-3,2,x
O=C(NC1CCCCC1)N1CCNCC1,0,-5,-0.7,4,17,x,5,-7,4,-0.3
CCC(=O)Nc1cccc(NC(=O)c2cc3ccccc3o2)c1,-9,3,-0.6,2,15,-5,-2,6,3,x
Cc1cc(=O)oc2cc(OCC(=O)N3CCOCC3)c(Cl)cc12,0,-8,-7.1,-4,x,-1,6,-130,x,1.1
Cc1cc(C)c(OCC(=O)N2CCN(c3ncc(C(F)(F)F)cc3Cl)CC2)c(C)c1,-8,3,-1.7,3,30,-8,31,26,6,1.6
Nc1nc(SCC(=O)N2CCN(S(=O)(=O)c3ccc(Cl)cc3)CC2)n[nH]1,-13,4,-0.2,-22,13,2,-3,3,-3,1.7
COC(CNc1ncnc2c1cnn2C)OC,-13&6,8,-3.6,-1,-7,6,5,-6,0,0.9
CC(C)NC(=O)N(C)C[C@H]1Oc2ccc(NC(=O)c3ccncc3)cc2C(=O)N([C@H](C)CO)C[C@@H]1C,-8,1,i,-8,x,1,-3,2,x,-0.7
c1ccc(C2C3=C(Nc4ncnn42)c2ccccc2CCC3)cc1 (stereo unspecified),-13,3,-1.0,2,14,0,-4,-5,4,x
COc1ccc(O)c(-c2cc(-c3cccs3)[nH]n2)c1,14,-5,i,11,8,-1,-11,4,3,x
O=c1c2ccccc2nc2n1C(CSc1ccc(Cl)cc1)CN2 (stereo unspecified),-2,9,i,10,27,-2,5,6,1,x
O=C1c2ccccc2C(=O)N1CCC1(O)C(c2ccccc2)=Nc2ccccc21 (stereo unspecified),-7,-7,-1.4,4,x,x,2,1,x,1.2
CCOC(=O)C1=NN(c2ccc(OC)cc2)C(c2ccccc2)CC1=O (stereo unspecified),8,-4,i,6,3,0,6,-6,1,x
Cc1cc2oc(=O)cc(-c3ccccc3)c2c(C)c1-c1ccc(OC(F)(F)F)cc1,-11,5,-1.4,-3,x,x,11,-4,x,0.3
Oc1ccc(C2=CCNCC2)cc1O,7,-5,-11,-2,x,0,-8,1,x,-5.6
O=C(c1ccc(COc2ccccc2[N+](=O)[O-])o1)N1CCCCC1,-3,-6,0.6,-2,6,-3,12,-10,-2,x
O=C(O)CCCCCN1C(=O)C(O)=C(C(=O)/C=C/c2ccccc2)C1c1ccc2c(c1)OCO2 (stereo unspecified),1,-7,-0.2,-4,11,-6,-3,10,7,-1.4
CC(NC(=O)COC(=O)c1ccc2c(=O)n3c(nc2c1)CCCCC3)c1ccccc1 (stereo unspecified),-8,-1,i,6,x,2,6,8,x,1.6
COc1ccc(CNC(=O)COC(=O)c2ccc3c(c2)OCCO3)cc1,-12,-2,x,1,3,-3,-3,0,3,0.4
Oc1ccccc1-c1nc2c3ccccc3c3ccccc3c2[nH]1,-13,5,i,12,10,-5,-35,-29,6,0.1
Cc1ccc(C(=O)N/C(=C/c2cccnc2)C(=O)NCc2ccco2)cc1,-4,1,-3.4,3,17,1,1,-1,-1,x
N=C1SC(CC(=O)Nc2ccc([N+](=O)[O-])cc2)C(=O)N1c1ccccc1 (stereo unspecified),1,-10,-0.3,-3,21,4,-8,4,0,0.0
O=C(c1ccc2c(=O)n(Cc3ccccc3Cl)c(=S)[nH]c2c1)N1CCCC1,-18,6,4.3,-2,8,-12,0,1,2,-7.4
Nc1nc(NCCOCCO)nc(Nc2cccc(F)c2)c1[N+](=O)[O-],-6,-5,i,9,-11,x,-7,14,-1,1.6
CCCOc1ccccc1-c1nc(SCCC(=O)O)n[nH]1,-10,-5,-2.7,-4,-1,2,5,-12,-3,x
CC(C)NC(=O)C1CCN(C2CCN(Cc3nc4ccccc4s3)CC2)CC1,-5,-2,1.6,-2,6,0,5,-9,6,0.9
O=C(OCc1cccc([N+](=O)[O-])c1)c1ccncc1,-1,-4,i,5,-3,6,-3,1,0,x
O=C(Nc1ccccn1)C(NS(=O)(=O)c1cccc2nsnc12)c1ccccc1 (stereo unspecified),10,-27,-1.8,-5,25,-6,0,-14,-2,x
O=C(COc1ccc(Cl)cc1)Nc1ccc(N2CCN(C(=O)c3ccco3)CC2)cc1,12,11,-0.7,-7,29,-3,8,-10,1,0.7
CN(C)S(=O)(=O)c1cc(NC(=O)CN2C(=O)NC3(CCCc4ccccc43)C2=O)ccc1Cl (stereo unspecified),13,-5,2.1,0,2,-30,8,-4,-1,x

# Entries of single compounds as entered above. Order of values: SSB-PriA inh | PrPC TRFRET | BH1578 lux ind | MazEF act | VHR inh abs | Rv3671c protease | Yp Topo-I inh | CCHFV vOTU inh | 3CLpro inhibitor | TcdB inh
# Listed for CCCOc1ccccc1-c1nc(SCCC(=O)O)n[nH]1 : -10 | -5 | -2.7 | -4 | -1 | 2 | 5 | -12 | -3 | x
# Listed for O=C(COc1ccc(Cl)cc1)Nc1ccc(N2CCN(C(=O)c3ccco3)CC2)cc1 : 12 | 11 | -0.7 | -7 | 29 | -3 | 8 | -10 | 1 | 0.7

# Following part
SMILES,SSB-PriA inh,PrPC TRFRET,BH1578 lux ind,MazEF act,VHR inh abs,Rv3671c protease,Yp Topo-I inh,CCHFV vOTU inh,3CLpro inhibitor,TcdB inh
CCCn1c2c(c(O)c(C(=O)NCCCN(CC)CC)c1=O)CCCC2,-5,-2,x,9,26,-2,-7,-2,-6,x
O=C(c1cccc(Oc2ccc([N+](=O)[O-])cc2Cl)c1)N1CCCCC1,1,-5,-2.7,-3,12,-4,0,-6,-2,1.2
OCCN1CCN(c2ncnc3c2ncn3[C@H]2CN(Cc3ccc4c(c3)OCO4)C[C@@H](CO)O2)CC1,x,2,i,x,x,x,8,-24,x,0.8
COc1nc(C)cc(C)c1S(=O)(=O)c1ccccc1,3,-3,i,9,66,-8,2,-3,-6,1.4
COc1ccc(N2CCN(C(=O)CNC(=O)c3ccco3)CC2)cc1,-18,1,i,7,-5,5,0,4,0,1.4
CC(C)OCCCNc1ncnc2c1[nH]c1ccccc12,-9,23,-6.2,5,-20,3,-2,9,1,x
COC(=O)c1cc(NS(=O)(=O)c2ccc(N3CCOCC3)c(N)c2)cc(C(=O)OC)c1,-1,-1,-1.0,-4,8,11,-3,-9,1,-1.3
CC(C)=C[C@@H]1C[C@H](C)[C@H]2CC[C@H](C)c3c(O)c(O)c(C)c1c32,0,5,-3.6,-2,x,-12,0,-5,x,-4.6
O=C(NCc1ccccc1)C1Cc2c(-c3cccc(F)c3)ccnc2O1 (stereo unspecified),x,10,0.3,x,x,x,8,7,x,11*
O=C(CN1C(=O)S/C(=C\C=C\c2ccccc2)C1=O)N1CCCCC1,-16,x,-1.0,4,-23,-1,1,x,0,x
COc1ccccc1NS(=O)(=O)c1cccc(C(=O)N/N=C/c2ccc3c(c2)OCCO3)c1,x,0,-0.2,0,2,-13,4,5,1,x
CCn1c2ccccc2c2cc(CN3CCN(S(=O)(=O)Cc4ccccc4)CC3)ccc21,1,-1,-0.2,-6,-4,-1,37,1,0,x
COc1ccc(CC(=O)Nc2ccc3c(C)cc(=O)oc3c2)cc1OC,3,-2,-2.1,5,-4,-8,4,-5,0,x
N#Cc1cccc(C(=O)OCc2cccc(S(=O)(=O)N3CCOCC3)c2)c1,-5,2,i,5,x,x,4,-9,x,3.7
Cc1ccc(-c2cc(-c3ccc(F)cc3)c(C#N)c(N)n2)o1,15,-7,-0.4,36,37,-3,-5,-204,-4,1.6
CC(NC(=O)c1ccco1)C(=O)N(C)Cc1ccc(C(F)(F)F)cc1 (stereo unspecified),-12,9,-0.3,-25,16,1,1,4,2,-2.6
CC(Oc1ccc(/C=N/NC(=O)Cc2cccc3ccccc23)cc1)C(=O)O (stereo unspecified),i,-9,i,-2,22,4,0,-2,7,0.2
O=C(O)c1cccc(NCc2cccnc2)c1,-3,-5,2.2,1,17,0,4,-5,-4,x
Cc1nn(C)cc1C=NCCOCc1ccccc1,2,0,-0.3,2,52*,4,5,-4,1,x
CCN1CCN(c2nc3c(c(=O)[nH]c(=O)n3C)n2CCCSc2ncccn2)CC1,-15,3,x,54*,10,1,9,14,1,x
O=C(CCCO)c1ccc2c(c1)OCCO2,-2,-2,i,0,-3,6,5,-6,5,x
COCOCCn1cc(CN2CCS(=O)(=O)N(Cc3ccc(-c4ccc(F)cc4)cc3)C(CC(C)C)C2=O)nn1 (stereo unspecified),x,-5,i,11,x,x,29,6,x,-0.4
COc1ccc(-c2cc(C3CCN(Cc4ccc([N+](=O)[O-])cc4)CC3)[nH]n2)cc1,-8,-11,-0.2,1,33,6,21,0,-1,0.3
O=[N+]([O-])c1ccc(Sc2ccc(Cl)c(Cl)c2)nc1,1,-5,-0.3,-3,-8,-1,2,10,3,x

# 14 compounds out of the list, arranged by molecular weight, smallest number first.
SMILES,SSB-PriA inh,PrPC TRFRET,BH1578 lux ind,MazEF act,VHR inh abs,Rv3671c protease,Yp Topo-I inh,CCHFV vOTU inh,3CLpro inhibitor,TcdB inh
O=C(O)c1cccc(NCc2cccnc2)c1,-3,-5,2.2,1,17,0,4,-5,-4,x
Cc1nn(C)cc1C=NCCOCc1ccccc1,2,0,-0.3,2,52*,4,5,-4,1,x
CC(C)=C[C@@H]1C[C@H](C)[C@H]2CC[C@H](C)c3c(O)c(O)c(C)c1c32,0,5,-3.6,-2,x,-12,0,-5,x,-4.6
O=[N+]([O-])c1ccc(Sc2ccc(Cl)c(Cl)c2)nc1,1,-5,-0.3,-3,-8,-1,2,10,3,x
O=C(NCc1ccccc1)C1Cc2c(-c3cccc(F)c3)ccnc2O1 (stereo unspecified),x,10,0.3,x,x,x,8,7,x,11*
COc1ccc(CC(=O)Nc2ccc3c(C)cc(=O)oc3c2)cc1OC,3,-2,-2.1,5,-4,-8,4,-5,0,x
CC(NC(=O)c1ccco1)C(=O)N(C)Cc1ccc(C(F)(F)F)cc1 (stereo unspecified),-12,9,-0.3,-25,16,1,1,4,2,-2.6
O=C(CN1C(=O)S/C(=C\C=C\c2ccccc2)C1=O)N1CCCCC1,-16,x,-1.0,4,-23,-1,1,x,0,x
CC(Oc1ccc(/C=N/NC(=O)Cc2cccc3ccccc23)cc1)C(=O)O (stereo unspecified),i,-9,i,-2,22,4,0,-2,7,0.2
COc1ccc(-c2cc(C3CCN(Cc4ccc([N+](=O)[O-])cc4)CC3)[nH]n2)cc1,-8,-11,-0.2,1,33,6,21,0,-1,0.3
CCN1CCN(c2nc3c(c(=O)[nH]c(=O)n3C)n2CCCSc2ncccn2)CC1,-15,3,x,54*,10,1,9,14,1,x
CCn1c2ccccc2c2cc(CN3CCN(S(=O)(=O)Cc4ccccc4)CC3)ccc21,1,-1,-0.2,-6,-4,-1,37,1,0,x
COc1ccccc1NS(=O)(=O)c1cccc(C(=O)N/N=C/c2ccc3c(c2)OCCO3)c1,x,0,-0.2,0,2,-13,4,5,1,x
COCOCCn1cc(CN2CCS(=O)(=O)N(Cc3ccc(-c4ccc(F)cc4)cc3)C(CC(C)C)C2=O)nn1 (stereo unspecified),x,-5,i,11,x,x,29,6,x,-0.4

# Screens: PubChem, several laboratories
